DT40 TDP1 no CPT – qHTS for Inhibitors of human tyrosyl-DNA phosphodiesterase 1 (TDP1): qHTS in cells in absence of CPT; Potency, µM (titrated, usually from 46.2 µM), for the others: top-dose activity change, negative = growth inhibition, actives largely listed as inhibitors; DT40 Tdp1-/- hTDP1 cells, no CPT, ATP luminescence, 48 h; 15% of 420,000 active; note: nearly all actives have a fitted effect of over 55% in size
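Seeded 400 DT40-hTDP1 cells/well (vehicle DMSO, no 20 nM CPT); pinned compounds; ≥48 hr at 37 °C; CellTiter-Glo luminescence as viability measure.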
TDP1 block – blocks human tyrosyl-DNA phosphodiesterase 1; Q9NUW8; recombinant TDP1, AlphaScreen DNA substrate cleavage; Potency, µM (titrated, usually from 130 µM), inactives show at the top dose activity change, negative = inhibition, usual class: inhibitors; 0.28% of 350,000 active; AID 485290; note: nearly all actives have a fitted effect of over 40% in size
Target sequence (Q9NUW8 whole entry, looked up): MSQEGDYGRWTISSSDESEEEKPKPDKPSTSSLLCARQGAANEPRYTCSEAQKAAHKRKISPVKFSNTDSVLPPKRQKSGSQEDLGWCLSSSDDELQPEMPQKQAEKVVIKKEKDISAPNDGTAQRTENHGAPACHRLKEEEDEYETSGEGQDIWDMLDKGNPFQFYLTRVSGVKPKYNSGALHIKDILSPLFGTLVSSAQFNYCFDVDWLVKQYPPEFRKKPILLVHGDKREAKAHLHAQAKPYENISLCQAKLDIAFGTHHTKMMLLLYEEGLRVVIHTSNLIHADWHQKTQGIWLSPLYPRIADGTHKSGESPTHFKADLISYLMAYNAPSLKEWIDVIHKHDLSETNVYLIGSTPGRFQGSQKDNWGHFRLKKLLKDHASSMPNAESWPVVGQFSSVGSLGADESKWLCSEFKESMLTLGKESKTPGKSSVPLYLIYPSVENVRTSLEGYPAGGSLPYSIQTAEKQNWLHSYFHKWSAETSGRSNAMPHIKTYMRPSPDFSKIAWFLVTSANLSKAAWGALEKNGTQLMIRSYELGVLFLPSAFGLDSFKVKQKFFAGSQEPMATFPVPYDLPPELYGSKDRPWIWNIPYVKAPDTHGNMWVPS
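Recombinant human Tdp1 (E. coli-expressed, 1 nM final) preincubated with compounds 15 min at room temperature, then 5'-biotin/3'-phosphotyrosine-FITC DNA substrate (15 nM final) added for 5 min. AlphaScreen beads (10 ug/ml final) added 10 min; cleavage lowers signal.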
DT40 TDP1 CPT – growth inhibition of DT40 Tdp1-/-;hTDP1 cells with camptothecin (screen for TDP1 inhibitors). Potency, µM (highest dose often 46.2 µM), for inactives: top-dose activity change, negative = growth inhibition, usual class: inhibitors. 12% of 420,000 active. chicken DT40 Tdp1-/-;hTDP1 cells + 20 nM CPT, ATP luminescence, 48 h; note: nearly all actives have a fitted effect of over 55% in size
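Cell growth measured by CellTiter-Glo luminescence after a minimum 48 h, 37 C compound exposure with 20 nM CPT in Tdp1-knockout DT40 cells stably expressing hTDP1, seeded 400/well; qHTS titration format.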
The depositor's hits bear a star; ? = inconclusive; nt = no result given; & = joins results of further samples; [ ] = remark or other dose. Calls come from the whole dose curve; as a rule, active = well fitted curve in the direction sought with a large enough effect; inconclusive = small, poorly fitted or top-dose-only effect, or another doubt; inactive = no such curve, though single readings can be large; an effect the other way counts as inactive or inconclusive. % is set by controls: 0 for no effect and ±100 for the full control effect; potency is the fitted concentration of half-maximal effect.

SMILES	DT40 TDP1 no CPT	TDP1 block	DT40 TDP1 CPT
CC(=O)Nc1ccc(/C=N/NC(=O)CCN2CCN(c3ccccc3)CC2)cc1	-17%	-2%	-14%
CCOc1ccc(-c2csc3ncnc(Nc4cccc(O)c4)c23)cc1	?	1%	?
O=C(Nc1ccc(C(O)c2ccccc2)cc1)[C@@H]1O[C@H](CO)[C@H](O)[C@H](O)[C@H]1O (stereo not given in full)	-8%	nt	-3%
Cc1nc2ccccc2c(=O)n1NC(=O)c1ccc(Cl)c(Cl)c1	-20%	nt	-4%
CC1C=CC(C)C(C(=O)O)C1C(=O)O (stereo not given)	-3%	nt	-7%
COc1ccc(CNC(=O)COC(=O)c2cc(S(=O)(=O)N3CCOCC3)ccc2O)cc1OC	-2%	1%	2%
CN1C(=O)CC(C(=O)O)SC1=Nc1cc(Cl)c(O)c(Cl)c1 (stereo not given)	1%	nt	-18%
CCCc1cc(C(N)=O)c(NC(=O)c2cc(C)on2)s1	?	5%	?
O=S(=O)(NCCc1csc(-c2ccc(C(F)(F)F)cc2)n1)c1ccc2c(c1)OCCO2	15µM*	3%	18µM*
CC(C)(C)c1ccc(OCCNCc2ccccc2)cc1	?	nt	?
COc1ccc(/C=C/C(=O)NCC(c2ccc(F)cc2)N2CCOCC2)cc1OC (stereo not given)	?	1%	0%
CC(C)C12CN3CC(C(C)C)(CN(C1)C3c1ccc(OCc3ccccc3)cc1)C2=O (stereo not given)	2%	5%	1%
O=C(Nc1ccc(F)c(S(=O)(=O)N2CCOCC2)c1)C1CCCCC1	?	0%	?
Nc1n[nH]c(N)c1N=Nc1ccc(Cl)cc1Cl	14%	2%	1%
Cc1ccccc1Nc1nnc(C)c(=O)[nH]1	-2%	2%	-4%

Molecules shown so far that contain sulfur:
SMILES	DT40 TDP1 no CPT	TDP1 block	DT40 TDP1 CPT
CCOc1ccc(-c2csc3ncnc(Nc4cccc(O)c4)c23)cc1	?	1%	?
COc1ccc(CNC(=O)COC(=O)c2cc(S(=O)(=O)N3CCOCC3)ccc2O)cc1OC	-2%	1%	2%
CN1C(=O)CC(C(=O)O)SC1=Nc1cc(Cl)c(O)c(Cl)c1 (stereo not given)	1%	nt	-18%
CCCc1cc(C(N)=O)c(NC(=O)c2cc(C)on2)s1	?	5%	?
O=S(=O)(NCCc1csc(-c2ccc(C(F)(F)F)cc2)n1)c1ccc2c(c1)OCCO2	15µM*	3%	18µM*
O=C(Nc1ccc(F)c(S(=O)(=O)N2CCOCC2)c1)C1CCCCC1	?	0%	?

Six successive records from above, quoted:
SMILES	DT40 TDP1 no CPT	TDP1 block	DT40 TDP1 CPT
CC(=O)Nc1ccc(/C=N/NC(=O)CCN2CCN(c3ccccc3)CC2)cc1	-17%	-2%	-14%
CCOc1ccc(-c2csc3ncnc(Nc4cccc(O)c4)c23)cc1	?	1%	?
O=C(Nc1ccc(C(O)c2ccccc2)cc1)[C@@H]1O[C@H](CO)[C@H](O)[C@H](O)[C@H]1O (stereo not given in full)	-8%	nt	-3%
Cc1nc2ccccc2c(=O)n1NC(=O)c1ccc(Cl)c(Cl)c1	-20%	nt	-4%
CC1C=CC(C)C(C(=O)O)C1C(=O)O (stereo not given)	-3%	nt	-7%
COc1ccc(CNC(=O)COC(=O)c2cc(S(=O)(=O)N3CCOCC3)ccc2O)cc1OC	-2%	1%	2%

Further structures.
SMILES	DT40 TDP1 no CPT	TDP1 block	DT40 TDP1 CPT
O=C(N/N=C/c1ccco1)C(O)C(O)C(=O)N/N=C/c1ccco1 (stereo not given)	1%	-10%	-16%
CCCC(=O)Nc1ccc(NC(=S)NC(=O)c2cccs2)cc1	-9%	0%	-15%
CCN1CCN(C(c2cc3cc4c(cc3[nH]c2=O)OCO4)c2nnnn2C(C)(C)CC)CC1 (stereo not given)	-17%	-1%	-21%
NC(=O)c1cc(S(=O)(=O)N2CC=C(c3ccccc3)CC2)cs1	3%	2%	-4%
COc1ccc(CCNC(=O)CCC(=O)N2CCOc3ccc(Cl)cc32)cc1OC	?	nt	?
COc1ccc(C(=O)CSc2nnc(-c3cccnc3)n2Cc2ccco2)cc1	?	2%	-21%
Cc1ccc(-n2c(Cn3nc(C(F)(F)F)cc3C)n[nH]c2=S)cc1	-7%	3%	-10%
CC1(C(=O)NS(=O)(=O)Cc2cccc(Cl)c2)CCN1C(=O)C1CCCCC1 (stereo not given)	-5%	nt	-15%
COC(=O)[C@]1(Cc2ccccc2)N[C@H](CN(C)C(=O)Nc2ccc(Cl)cc2)[C@@H]2C(=O)N(Cc3ccccc3)C(=O)[C@@H]21	?	1%	21µM*
Cc1ccc(-c2csc(NC(=O)CSc3nc4ccccc4c(=O)n3CCCN(C)C)n2)cc1	15µM*	8%	10µM*
Cc1cccc(CCNC(=O)c2cc(S(=O)(=O)N3CCCC3)cn2C)c1	?	nt	-6%
CCOc1ccccc1CNC(=O)Cn1ccc2cc(S(=O)(=O)N3CCCCCC3)ccc21	2.9µM*	1%	8.2µM*
O=C(Nc1ccc2c(c1)OCCO2)c1ccc(Br)o1	?	2%	-19%
Cc1cccc(CCNC(=O)C2CCN(c3nc4ccccc4nc3C(F)(F)F)CC2)c1	?	0%	?
O=C1c2ccccc2-c2c1cccc2C(=O)N1CCCCCC1	-7%	4%	0%
CC1=Nc2cc(C(=O)NCCCN3CCOCC3)ccc2Sc2c(C)ccc(C)c21	?	3%	?
COc1ccc(CCN=C(N)NS(=O)(=O)c2ccc(C)c(C)c2)cc1OC	19%	0%	-5%
COc1cc(OC)cc(C(=O)Nn2cc(C(=O)Nc3ccccc3F)c3ccccc3c2=O)c1	?	3%	23µM*
C[C@]12CCC(O)CC1CCC1C2CC[C@]2(C)C(c3cc(C(F)(F)F)n[nH]3)CCC12 (stereo not given in full)	13µM*	nt	?
Cc1ccc(CC(=O)N(Cc2ccccc2)c2ccccn2)cc1	?	-3%	?
CC1(C(=O)Nc2ccc3[nH]ncc3c2)CCN1C(=O)C/C=C/c1ccccc1 (stereo not given)	18µM*	nt	?
COc1ccc(C(C)C)cc1-c1ccc2nncn2c1	?	nt	-2%
Cc1ccc(NC(=S)NNC(=O)Nc2ccccc2)cc1	?	5%	?
O=C(COC(=O)C1C2CC3OC(=O)C1C3C2)Nc1ccc(F)cc1 (stereo not given)	0%	1%	-17%
Nc1cc(C(=O)OCC(=O)Nc2ccc(N3CCOCC3)cc2)ccc1Cl	-6%	0%	5%
CCOC(=O)c1nn(-c2ccccc2C)c2nc(-c3ccc(C)cc3)c(C#N)c(=O)n12	?	5%	?
Cc1ccc(/C=C/S(=O)(=O)NCC(=O)OCC(=O)NCc2ccccc2)cc1	4%	2%[56.1 µM]	21%
Cc1ccc(C2=NN(CC(=O)NCCC(C)C)C(=O)CC2)cc1	-1%&-9%	3%	-13%&-7%
COc1cc(NC(=O)OCc2ccccc2)c2ncccc2c1	-26%	nt	2%
Cc1cccc(NC(=O)CSc2c(C)cnc3c2c(=O)n(C)c(=O)n3C)c1C	?	-3%	-5%
O=C1CCN(Cc2ccccc2)C=C1c1ccc(C(F)(F)F)cc1	?	1%	?
CCO[C@H]1OC(C(=O)N2CCN(Cc3ccccc3)CC2)=C[C@@H](c2ccc(C(F)(F)F)cc2)[C@@H]1CCCO	15µM*	3%	21µM*
CC1CCCN(C(=O)Cn2c3ccccc3c3nc4n(c(=O)c32)CCS4)C1 (stereo not given)	-4%	2%	2%
CCCC(=O)Nc1ccc2c(c1)nc1n2CCN(C2CCCCC2)C1	-28%	8%	1%
CCOC(=O)Cc1nn(CC)c(=O)c2ccccc12	16%	-5%	-4%
CCc1ccccc1NC(=O)C(=O)NCCc1sc(-c2cccc(F)c2)nc1C	?	8%	?
Cc1ccccc1OCC(=O)Nc1ccc(OCc2cc(=O)n3ccccc3n2)cc1	-4%	0%	25%
CCCNC(=O)C(Cc1cccc(Cl)c1)NC(=O)c1ccc(C#N)cc1 (stereo not given)	?	0%	?
COc1cc(/C=N/NC(N)=O)c(Br)cc1OCC(=O)Nc1ccccc1C	?	4%	?
COc1ccc(-c2[nH]n(-c3ccc([N+](=O)[O-])cc3)c(=O)c2C=NCc2ccncc2)cc1	?	5%	-24%
COc1cc(/C=C/C(=O)OCC(=O)N2CCCc3ccccc32)ccc1OC(F)F	-10%	-6%	-12%
CC(C)CC1NC(=O)N(CC(=O)N2CCN(S(=O)(=O)c3ccccc3)CC2)C1=O (stereo not given)	4%	2%	1%
Cc1noc(C)c1COc1ccc(C(=O)OCC(=O)NCc2ccccc2Cl)cc1	29µM*	2%	?
CCn1c(=S)ccc2ccc(OC)cc21	-29%	-2%	-2%
CSCCC(C(=O)OCC(=O)c1ccc(C)c(C)c1)N1C(=O)c2ccccc2C1=O (stereo not given)	?	0%	-22%
C=CCN(CC=C)S(=O)(=O)c1ccc(C(=O)Nc2nnc(CSC)o2)cc1	?	8%	?
CCN(C(=O)CN1C(=O)NC2(CCc3ccccc32)C1=O)C1CCS(=O)(=O)C1 (stereo not given)	30%[activator]	1%	5%
Cc1cc(NC(=O)CSc2nc3c([nH]c4ccccc43)c(=O)n2-c2cccc(Cl)c2)no1	?	-3%	?
COCCN1C[C@@H](CO)O[C@@H](n2cnc3c(N(C)C(C)C)ncnc32)C1	-9%	nt	4%
Cc1cc(F)ccc1S(=O)(=O)N1CCCOC1CNC(=O)C(=O)NC1CCCCC1 (stereo not given)	-13%	2%	-11%
CSc1ccc(CCNC(=O)c2cc3n(n2)CCCN(Cc2ccc(C)cc2)C3=O)cc1	?	-6%	5.8µM*
CC(C)c1ccc(OCC(=O)Nc2ccc(S(=O)(=O)Nc3ncccn3)cc2)cc1	-2%	1%[12.3 µM]	6%
Cc1ccc(S(=O)(=O)N(C)CC(=O)Nc2ccncc2)cc1	?	2%	?
COC(=O)c1cc2occc2n1CC(=O)Nc1cc(OC)cc(OC)c1	-3%	7%	-8%
O=C1c2ccccc2-c2onc3ccc(N4CCCC4)c1c23	26µM*	9%	?
CN(C)S(=O)(=O)c1ccc(Oc2ccc(S(=O)(=O)N(C)C)cc2)cc1	18µM*	-1%	16µM*
CC(=O)Nc1ccc(C(=O)N/N=C/c2cccnc2)cc1	23%	5%	-11%
Cc1cc(C)n(C(=O)CNc2ccc(C)c(C)c2)n1	?	nt	-9%
CC(C)CN(C(=O)CSc1nncs1)c1c(N)n(CC(C)C)c(=O)[nH]c1=O	-2%	4%	0%
CC(NC(=O)CSc1nnc2n1CCCCC2)c1ccccc1Cl (stereo not given)	17%	0%	2%

Continuation:
SMILES	DT40 TDP1 no CPT	TDP1 block	DT40 TDP1 CPT
Cc1ccc(C(=O)Nc2ccc(N3CCN(C(=O)c4ccco4)CC3)cc2)cc1	-29%	0%	-1%
COc1ccc(Cl)cc1NC(=O)CSc1nc(Nc2ccccc2)nc(N2CCOCC2)n1	18µM*	3%	?
CN(Cc1cccs1)C(=O)c1cc(S(=O)(=O)N2CCOCC2)ccc1N1CCCC1	-10%	0%	-9%
O=C1CN(c2ccccc2)C(=S)N1c1ccccc1	0%	nt	5%
Cc1ccc(-c2nn3c(=O)cc(CN4CCN(C(=O)Nc5cccc(C(F)(F)F)c5)CC4)nc3s2)cc1	?	8%	?
COc1ccc(OC)c(C(=O)NC(CC(N)=O)c2ccc(N3CCC(Cc4ccccc4)CC3)c([N+](=O)[O-])c2)c1 (stereo not given)	-17%	nt	-26%
CCOc1ccccc1NC(=O)Cc1coc2cc(C)ccc12	?	-7%	-26%
CC(=C/c1ccc(C(C)C)cc1)/C=N/NC(=O)Cn1nnnc1N	-28%	-1%	-14%
CC(C)(C)Nc1nc(Cl)nc(N(C#N)CN2C(=O)c3ccccc3S2(=O)=O)n1	?	0%	?
CN(C)Cc1nc2ccccc2c(=O)n1Cc1nc(-c2cccc([N+](=O)[O-])c2)cs1	6.5µM*	9%	18µM*
CN(C(=O)COC(=O)c1ccc2c(c1)OCO2)c1c(N)n(Cc2ccccc2)c(=O)[nH]c1=O	7%	nt	4%
COc1cc2nc(N3CCCC(O)C3)c(CNCc3ccccc3F)cc2c(OC)c1OC (stereo not given)	-26%	nt	-1%[9.04 µM]
COc1ccc(C(C)(C)C)cc1NS(=O)(=O)c1cccc2cccnc12	18µM*	nt	26µM*
COc1ccc(CN2CCN(Cc3c[nH]c4ccccc34)CC2CCO)cc1C (stereo not given)	9.2µM*	nt	6.5µM*
COc1ccc(C2NC(=O)CCC2[N+](=O)[O-])cc1OC (stereo not given)	19%	5%	-1%
CCOc1ccc(-c2cn(S(=O)(=O)c3cccc4nsnc34)nc2N)cc1	-13%	11%	-9%
Nc1nc(C(c2ccccc2)c2ccccc2)cs1	?	nt	?
NNC(=O)c1ccc(COc2ccc([N+](=O)[O-])cc2)o1	-21%	4%	-12%
CCN1C(=O)CC(N2CCOCC2)C1=O (stereo not given)	-3%	-4%	10%
Oc1c(Br)cc2oc3c(c2c1CNCc1ccccc1)CCCC3	?	3%	?
